USP1 inh: blocks the human USP1/UAF1 deubiquitinase complex; O94782; recombinant USP1/UAF1, Ub-Rhodamine cleavage fluorescence; Potency, µM (highest dose often 57.1 µM), without a hit: at the top dose activity change, negative = inhibition, most hits filed as inhibitors; 390,000 compounds, 0.23% hits; AID 743255; further: potency means the concentration at half of the fitted maximal effect; on the % scale 0 is the no-effect control and ±100 the full control effect; nearly all actives have a fitted effect of over 60% in size; inactives centre near -12
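1 nM enzyme complex + cpd, 15 min RT; start with Ub-Rho 150nM final; kinetic fluorescence ex 480/em 540, 6 reads q60 s. Buffer 50mM HEPES pH 7.8, 0.5mM EDTA, 0.1 mg/ml BSA, 1mM TCEP, 0.01% Tween-20.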
IDH1 R132H inh: human IDH1 R132H inhibition; 390,000 compounds, 0.093% hits; Potency, µM (series often up to 76.6 µM), for inactives: at the highest dose activity change, negative = inhibition, hits mostly inhibitors; IDH1-R132H enzyme, NADPH consumption, diaphorase/resazurin fluorescence; further: potency means the concentration at half of the fitted maximal effect; on the % scale 0 is the no-effect control and ±100 the full control effect; nearly all actives have a fitted effect of over 65% in size
Target sequence (O75874 whole entry R132H, stated change not applied): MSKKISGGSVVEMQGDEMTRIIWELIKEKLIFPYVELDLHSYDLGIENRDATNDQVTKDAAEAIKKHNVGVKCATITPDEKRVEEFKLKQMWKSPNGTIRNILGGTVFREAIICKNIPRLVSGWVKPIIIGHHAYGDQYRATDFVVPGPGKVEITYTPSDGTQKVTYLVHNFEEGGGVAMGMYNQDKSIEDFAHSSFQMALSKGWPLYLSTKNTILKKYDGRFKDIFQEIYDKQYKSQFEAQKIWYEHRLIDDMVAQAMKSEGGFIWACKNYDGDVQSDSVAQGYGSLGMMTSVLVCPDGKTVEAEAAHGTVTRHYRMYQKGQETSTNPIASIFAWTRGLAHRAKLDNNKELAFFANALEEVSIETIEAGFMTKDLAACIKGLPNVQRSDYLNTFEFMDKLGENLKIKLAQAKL
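IDH1-R132H (0.5 ug/mL dispensed) in pH 7.5 Tris buffer was preincubated 30 min with compound, then given a substrate mix of 0.016 mM NADPH and 2 mM alpha-KG for 80 min at room temperature; remaining NADPH was read by diaphorase/resazurin fluorescence.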
HP1b chromo inh: blocks HP1-beta chromodomain binding to methylated histone tails; P83916; AlphaScreen HP1-beta / biotin-H3K9me3 peptide binding; Potency, µM (series often up to 114 µM), without a hit: at the highest dose activity change, negative = inhibition, most hits filed as inhibitors; 390,000 compounds, 0.56% hits; further: potency means the concentration at half of the fitted maximal effect; nearly all actives have a fitted effect of over 70% in size; inactives centre near 23
Target sequence (P83916 whole entry, looked up): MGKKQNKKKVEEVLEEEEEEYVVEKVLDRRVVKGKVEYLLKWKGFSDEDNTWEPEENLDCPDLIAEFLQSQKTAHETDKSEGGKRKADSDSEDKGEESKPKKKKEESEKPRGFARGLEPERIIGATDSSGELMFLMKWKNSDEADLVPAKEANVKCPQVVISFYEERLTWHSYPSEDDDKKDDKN
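AlphaScreen: HP1-beta (50 nM) preformed 30 min with biotin-H3(1-18)K9me3 peptide (50 nM) in PBS pH 7.4, 0.01% Tween-20. Compound added for 30 min at RT, then streptavidin donor/nickel chelate acceptor beads (10 ug/mL) for 30 min.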
TrxR1 substrate: is turned over as a substrate by rat TrxR1; O89049; purified TrxR1 substrate turnover, NADPH consumption readout; Potency, µM (highest dose often 114 µM), without a hit: at the top dose activity change, negative = substrate turnover; 390,000 compounds, 0.01% hits; AID 588456; further: potency means the concentration at half of the fitted maximal effect; on the % scale 0 is the no-effect control and ±100 the full control effect; nearly all actives have a fitted effect of over 50% in size
Target sequence (O89049 whole entry, looked up): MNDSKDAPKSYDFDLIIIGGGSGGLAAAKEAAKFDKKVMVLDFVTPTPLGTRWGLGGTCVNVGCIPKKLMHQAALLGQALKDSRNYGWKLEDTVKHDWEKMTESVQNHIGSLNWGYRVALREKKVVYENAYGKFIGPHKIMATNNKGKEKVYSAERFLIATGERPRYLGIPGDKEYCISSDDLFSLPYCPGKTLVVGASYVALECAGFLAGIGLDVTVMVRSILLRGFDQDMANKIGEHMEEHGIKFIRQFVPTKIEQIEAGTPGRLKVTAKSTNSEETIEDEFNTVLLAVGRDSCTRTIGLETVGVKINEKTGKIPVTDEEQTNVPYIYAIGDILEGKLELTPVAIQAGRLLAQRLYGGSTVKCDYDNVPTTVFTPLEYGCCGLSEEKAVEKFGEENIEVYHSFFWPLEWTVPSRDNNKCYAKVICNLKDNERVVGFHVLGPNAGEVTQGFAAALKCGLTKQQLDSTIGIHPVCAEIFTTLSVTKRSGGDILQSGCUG
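Rat TrxR1, dispensed at 90 nM, was prereduced with 400 uM NADPH (final) for 5 min at ~22 deg C, then incubated with compound 15 min before 400 uM selenite. A first-read NADPH fluorescence drop versus no-compound background flagged substrates.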
Pin1 inhibitor: human Pin1 inhibition. 390,000 compounds, 0.009% hits. AID 504891. Pin1 FP peptide displacement, HiFluor488, 10 min. Potency, µM (highest dose often 115 µM), inactives show at the top dose activity, negative = inhibition, actives largely listed as inhibitors; active means well fitted inhibition curve with a large enough effect in the polarisation, with a control signal flat, not every such curve was filed as active; inconclusive means small, poorly fitted or top-dose-only effect, or effect the other way, or a change in a side signal; inactive means no such curve, though single readings can be large or run the other way; the % refers to the polarisation; further: potency means the concentration at half of the fitted maximal effect; on the % scale 0 is the no-effect control and ±100 the full control effect
Tb PGK inh: T. brucei PGK inhibition; P07378; PGK/GAPDH coupled, Kinase-Glo luminescence, 60 min; Potency, µM (titrated, usually from 57.5 µM), for the others: at the highest dose activity change, negative = inhibition, most hits filed as inhibitors; 380,000 compounds, 0.043% hits; AID 602233; further: potency means the concentration at half of the fitted maximal effect; on the % scale 0 is the no-effect control and ±100 the full control effect; nearly all actives have a fitted effect of over 60% in size
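Luminescent ATP detection (Kinase-Glo Plus) follows a 60-minute room-temperature incubation, with wells lacking PGK as controls. Buffer: 100 mM TEA (pH 7.6), 5 mM MgCl2, 0.01% Tween-20. Coupling enzyme GAPDH (100 nM final) supplies unstable 1,3-BPG in-well.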
rTrxR1 inhibitor: blocks rat thioredoxin reductase 1; recombinant rTrxR1, NADPH fluorescence consumption, selenite substrate; Potency, µM (titrated, usually from 114 µM), without a hit: at the highest dose activity change, negative = inhibition, hits mostly inhibitors; 390,000 compounds, 1% hits; AID 588453; further: potency means the concentration at half of the fitted maximal effect; on the % scale 0 is the no-effect control and ±100 the full control effect; nearly all actives have a fitted effect of over 65% in size
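Rat TrxR1 (90 nM in the dispensed reagent) was pre-reduced with 400 uM NADPH for 5 min at room temperature, then incubated with compound for 15 min. After 400 uM selenite was added, NADPH fluorescence (Ex 340/Em 450 nm) was followed for 8 min.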
GLS inh: glutaminase GLS (human) inhibition; O94925; GLS enzymatic activity, qHTS titration; Potency, µM (series often up to 45.5 µM), for inactives: at the top dose activity change, negative = inhibition, actives largely listed as inhibitors; 410,000 compounds, 0.21% hits; AID 624170; further: potency means the concentration at half of the fitted maximal effect; on the % scale 0 is the no-effect control and ±100 the full control effect
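Two-point fluorescence kinetic (t0, 30 min RT) for hKGA; glutamate detected via glutamate oxidase–HRP–Amplex Red. Substrate: 1 mM L-glutamine solution; buffer 45 mM KH2PO4, pH 8.2.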
PI4K2A block: inhibitors of human PI4K2A; Q9BTU6; purified PI4K2A, ADP-Glo luminescence, 1 h; hits give low values; activity change, negative = inhibition, % at 76.9 µM; 420,000 compounds, 0.13% hits; AID 1346378; in the data active means activity change below about -50%; inconclusive means mostly about -30% to -49%;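 further: -100% = wells without enzyme as full effect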
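ADP-Glo luminescence measured ADP generated by PI4K2A enzyme (4 ug/mL before mixing) with 1.2 mM PI substrate (pre-mix) and 300 microM ATP (pre-mix). Tris pH7.5 buffer with MgCl2, Triton X-100; 1 h reaction at ambient temperature.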
Active calls of the source: *; i = inactive; ? = inconclusive; . = not tested or not shown; [ ] = remark or other dose. Unless noted, the call rests on the fitted dose curve; in most records, active means well fitted curve in the direction sought with a large enough effect; inconclusive means small, poorly fitted or top-dose-only effect, or another doubt; inactive means no such curve, though single readings can be large; an effect the other way counts as inactive or inconclusive. Some of the compounds tested, so the mix of outcomes need not match the whole.

The first three entries as a preview:
SMILES | USP1 inh | IDH1 R132H inh | HP1b chromo inh | TrxR1 substrate | Pin1 inhibitor | Tb PGK inh | rTrxR1 inhibitor | GLS inh | PI4K2A block
Cc1cccc(C)c1NC(=O)CN1CCN(C(=O)C2CCC2)CC1 | -14% | -14% | 13% | 0%[57.1 µM] | -8% | 3% | 2%[57.1 µM] | 14% | -1
COc1ccc(C2C3=C(CC(C)(C)CC3=O)Oc3ncn4nc(-c5ccccc5)nc4c32)cc1 (centres undefined) | -7% | 9% | 9% | -2% | 28% | -7% | 12% | 0% | 3
COc1c(C)cc(Br)cc1C(=O)NC(=S)Nc1ccc(Cl)c(C(=O)O)c1 | -8% | -4% | 18% | 6% | -1% | 6% | 3%[57.1 µM] | 23% | -4

The whole of this part, from the start:
SMILES | USP1 inh | IDH1 R132H inh | HP1b chromo inh | TrxR1 substrate | Pin1 inhibitor | Tb PGK inh | rTrxR1 inhibitor | GLS inh | PI4K2A block
Cc1cccc(C)c1NC(=O)CN1CCN(C(=O)C2CCC2)CC1 | -14% | -14% | 13% | 0%[57.1 µM] | -8% | 3% | 2%[57.1 µM] | 14% | -1
COc1ccc(C2C3=C(CC(C)(C)CC3=O)Oc3ncn4nc(-c5ccccc5)nc4c32)cc1 (centres undefined) | -7% | 9% | 9% | -2% | 28% | -7% | 12% | 0% | 3
COc1c(C)cc(Br)cc1C(=O)NC(=S)Nc1ccc(Cl)c(C(=O)O)c1 | -8% | -4% | 18% | 6% | -1% | 6% | 3%[57.1 µM] | 23% | -4
Cc1cc(=O)oc2cc(OCC(=O)OCC(=O)Nc3ccccc3Br)ccc12 | 2% | -1% | 24% | 23% | 3% | 2% | -15% | 1% | -3
N#CC1=C(C2CC2)CC(c2ccccc2)C(C#N)=C1N (centres undefined) | -9% | 0% | 52% | 9%[57.1 µM] | -4% | -6% | ? | -7% | 3
COC(=O)c1c(NC(=O)COc2ccc(Cl)cc2)sc2c1CC(C)(C)NC2(C)C | -8% | -3% | 2% | 9% | -2% | -7% | 35% | 11% | -4
CC(=O)Nc1ccc(NC(=O)CSc2ccc(-c3ccc4c(c3)OCO4)nn2)cc1 | -12% | 5% | 17% | -1% | -4% | -8% | -8% | 5% | 2
CC(C)[C@H](NS(=O)(=O)c1ccccc1)C(=O)Nc1ccccc1N1CCOCC1 | 1% | 3% | 34% | -9% | -1% | -11% | -1% | -2% | 1
CC(=O)Nn1cc2c(=O)n(C)c(=O)n(C)c2c1 | -2% | 5% | 30% | 11%[57.1 µM] | -4% | 6% | -24%[57.1 µM] | 7% | 4
Cc1ccc(S(=O)(=O)N2CCOCC2)cc1C(=O)NC1=NCCS1 | -26% | -14% | 13% | -1% | -1% | -8% | 20% | 7% | 5
CCN(CC)C(=O)c1cn(CCC#N)nc1-c1ccc(F)cc1 | -12% | 9% | 37% | -17%[57.1 µM] | -1% | i | 21%[57.1 µM] | -2% | 4
Cc1cccc(NC(=O)CCN2CCN(C/C=C/c3ccccc3)CC2)c1 | -3% | -1% | 7% | 2% | -1% | -11% | -57%[0.457 µM] | 2% | 0
c1ccc(COc2ncnc3c2ncn3CCCNCC(c2ccccc2)c2ccccc2)cc1 | 1% | -4% | . | . | . | -2% | . | -2% | 2
COc1ccc(S(=O)(=O)N2CCOC2CNC(=O)C(=O)NCCN2CCOCC2)cc1C (centres undefined) | -16% | 2% | 43%[activator] | 2% | 0% | 4% | 12% | -4% | -4
COc1ccc(-c2ccoc2)cc1[C@H]1[C@H]2C=CC[C@@H](C)[C@@H]2C(=O)N1Cc1ccccc1 | -11% | 1%[38.3 µM] | 17% | 1% | 32%[activator] | 4% | -6% | 1% | -12
CC(C(=O)NCCCn1ccnc1)(c1ccccc1)c1ccccc1 | -15% | 3% | 39%[activator] | -2%[57.1 µM] | 1% | -9% | 12%[57.1 µM] | 2% | 6
Cc1sc2nc(CN3CCCCC3)nc(Nc3ccc4c(c3)OCCO4)c2c1C | -9% | 16% | 8% | -2%[57.1 µM] | -3% | i | 17% | -1% | 1
Cc1cc(Nc2ccccc2)nn1C(=O)c1ccc(Cl)cc1 | -5% | -5% | 22% | 1% | 5% | 2% | 11% | 6% | 1
O=C(Nc1ccccc1)c1sccc1Oc1ccc([N+](=O)[O-])cc1F | -26% | 12% | -9% | -3%[57.1 µM] | -1% | -3% | 7%[57.1 µM] | -5% | 5
Cc1ccc2[nH]c(C)c(CCN(Cc3cccnc3)C(=S)NC(C)(C)C)c2c1 | -20% | 3% | -1% | 9%[57.1 µM] | -1% | -1% | 14% | 34% | 8
Cn1c2nc3ccccc3c-2nc2ccccc21 | -30% | -3% | . | . | . | 0% | . | -8% | -4
CC(C)Oc1ccc(S(=O)(=O)N2CCOCC2)cc1NC(=O)Cc1cccs1 | -14% | -9% | -3% | -5% | 0% | 4% | 4% | -1% | -1
COc1ccc(Cl)cc1NC(=O)CSc1nccn1-c1ccc(Cl)cc1 | -21% | 23% | -8%[57 µM] | 5%[57.1 µM] | -1% | -9% | 18%[57.1 µM] | -1% | -4
O=C(NCc1cccc(F)c1)c1cccc2c1C(=O)c1ccc(N3CCOCC3)cc1S2(=O)=O | -28% | -11% | 24% | 8%[57.1 µM] | 22% | -1% | 7%[57.1 µM] | -7% | 1
COc1ccccc1OCCCCN1CCC(C)CC1 | -6% | 4% | ? | 11%[57.1 µM] | 3% | 10% | 10%[57.1 µM] | 5% | 5

(list continues)
SMILES | USP1 inh | IDH1 R132H inh | HP1b chromo inh | TrxR1 substrate | Pin1 inhibitor | Tb PGK inh | rTrxR1 inhibitor | GLS inh | PI4K2A block
CN(C)c1ccc(CNn2cnnc2SCc2ccccc2F)cc1 | -1% | 4% | -14% | 7% | -3% | -5% | 25% | 34%[activator] | 7
CCc1ccc(-c2cc(C)no2)cc1S(=O)(=O)N1CCN(c2ccccc2)CC1 | -15% | -1% | 54%[activator] | -1% | 11% | -10% | 17% | 0% | -5
CCOC(=O)C1CCCN(C(=O)c2ccc(Cl)c(S(=O)(=O)N3CCCCC3)c2)C1 (centres undefined) | -20% | 1% | 45%[activator] | 1%[57.1 µM] | 5% | -1% | 2%[57.1 µM] | 0% | 3
CCC(=O)N(c1nnc(SCC(=O)Nc2ccc(N3CCOCC3)cc2)s1)C1CC1 | -11% | 16% | 30% | 7% | 1% | -3% | 4% | 22% | -2
O=c1cc(O)c2sc3nc4c(c(C(F)(F)F)c3c2[nH]1)CCCCC4 | -12% | 4% | 22% | -6% | -5% | -2% | 6% | -5% | -5
CC(=O)Nc1ccc(Nc2nc(C)c([N+](=O)[O-])c(Nc3ccccc3)n2)cc1 | -21% | -12% | 9% | -12% | 0% | -5% | -15% | -2% | 0
Cc1ccccc1CSc1ccc(-c2cccs2)nn1 | -11% | -5% | 136%[activator] | -7% | 2% | -6% | 8% | -10% | -5
O=C1CCC(C(=O)N2CCCC(N3CCN(c4cccc(C(F)(F)F)c4)CC3)C2)=NN1 (centres undefined) | -18% | -3% | 28% | -5% | -5% | 9% | -13% | 3% | 1
CCn1c(CCC(=O)O)nc2cc(S(=O)(=O)N(C)C)ccc21 | -22% | 11% | 50%[activator] | -2%[57.1 µM] | -3% | i | 5%[57.1 µM] | 0% | 0
COc1ccc(OC)c(C2=NS(=O)(=O)N(C)C(C(=O)NCc3ccco3)=C2)c1 | -13% | -4% | ? | -10% | 5% | 1% | ? | 4% | -4
COc1ccccc1/C=C/C(=O)Nc1ccc2c(c1)CCC2 | -16% | -4% | -20% | -9% | 26% | -1% | -1% | 2% | 1
c1ccc2c(c1)CNc1ccccc1C2 | -12% | 12% | 6% | -11% | 1% | i | ? | -2% | -6
CNC(=O)N(O)C1N(/N=C/c2c(F)cccc2Cl)C(=S)SC1(C)C (centres undefined) | -11% | -1% | 22% | -7% | 7% | ? | 5% | 0% | -7
Cc1ccc(NC(=O)N2CCC(c3nc4c(nnn4Cc4cccc(Cl)c4)c(=O)[nH]3)CC2)cc1 | -27% | 1% | 17% | 6%[57.1 µM] | 7% | 0% | 18% | 8% | -1
Cc1c(C#N)c(O)n(CCO)c(=O)c1N=Nc1ccccc1 | -30% | 3% | 35% | -6% | ? | -11% | 5% | -8% | -3
COC(=O)c1ccc(NCc2cc(O)ccc2O)cc1 | -14% | 5% | ? | -11% | -2% | -4% | ? | ? | -2
Cc1ccc(NC(=O)NC2CCCCCCC2)c(C)c1 | -22% | -5% | 30% | 5% | 0% | -6% | 22% | -13% | -1

Results in TrxR1 substrate, PI4K2A block and GLS inh, for some of the entries so far:
| compound | TrxR1 substrate | PI4K2A block | GLS inh |
| --- | --- | --- | --- |
| CC(=O)Nc1ccc(Nc2nc(C)c([N+](=O)[O-])c(Nc3ccccc3)n2)cc1 | -12% | 0 | -2% |
| Cc1ccc(NC(=O)NC2CCCCCCC2)c(C)c1 | 5% | -1 | -13% |
| CNC(=O)N(O)C1N(/N=C/c2c(F)cccc2Cl)C(=S)SC1(C)C (centres undefined) | -7% | -7 | 0% |
| CCc1ccc(-c2cc(C)no2)cc1S(=O)(=O)N1CCN(c2ccccc2)CC1 | -1% | -5 | 0% |
